# Compound activity as filed in PubChem BioAssay.
# NPYLR7 agonist = mosquito NPYLR7 agonism. activation, % at 10 µM. HEK293T NPYLR7/Galpha15, GCaMP6s calcium fluorescence. 0.15% of 270,000 active; in the data active means activation above about 40%;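 further: 0% = vehicle and 100% = reference agonist at the receptor; some compounds past the cut are filed as inactive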
# hcGAS lum = inhibitors of human cGAS. recombinant h-cGAS, ATP depletion, Kinase-Glo luminescence. Q8N884. 0.081% of 290,000 active. inhibition, % at 12.5 µM;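 further: 0% = vehicle reaction and 100% = reaction without DNA for no activity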
# Target sequence (Q8N884 whole entry, looked up): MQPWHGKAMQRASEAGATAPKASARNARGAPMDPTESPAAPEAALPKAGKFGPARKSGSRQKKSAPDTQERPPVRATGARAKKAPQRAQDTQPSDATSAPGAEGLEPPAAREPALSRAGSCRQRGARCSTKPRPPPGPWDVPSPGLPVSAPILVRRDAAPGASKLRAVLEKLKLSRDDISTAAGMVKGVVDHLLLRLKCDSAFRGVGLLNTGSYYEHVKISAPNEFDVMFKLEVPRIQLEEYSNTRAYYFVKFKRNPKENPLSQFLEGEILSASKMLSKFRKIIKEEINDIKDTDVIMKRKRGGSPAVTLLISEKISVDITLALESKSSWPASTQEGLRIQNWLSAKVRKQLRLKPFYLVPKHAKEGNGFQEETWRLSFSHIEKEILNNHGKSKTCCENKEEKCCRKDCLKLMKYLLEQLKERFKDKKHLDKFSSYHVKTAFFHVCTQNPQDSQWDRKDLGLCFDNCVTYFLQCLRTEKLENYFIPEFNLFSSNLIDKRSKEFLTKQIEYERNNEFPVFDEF
# mcGAS lum = inhibitors of mouse cGAS; AID 1259399; inhibition, % at 12.5 µM; recombinant cGAS, Kinase-Glo ATP depletion luminescence; 0.15% of 160,000 active;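 further: 0% = negative control wells and 100% = reference inhibitor with no enzyme activity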
# The depositor's hits bear a star; · = no result given; & = joins results of further samples. Unless noted, no stated cut-off is given here; in the data, active means inhibition above about 40%; inactive means the rest. Rows are unselected. Share with any hit: about 0.26%.
# Start of the data: the first 13 compounds, ahead of the listing:
SMILES,NPYLR7 agonist,hcGAS lum,mcGAS lum
CCOC(=O)c1[nH]c2c(CC)cccc2c1CCN1C(=O)c2ccccc2C1=O,-23.8,3.4,-0.2
O=C(C=Cc1ccccc1)N=C1N=C2C=CC(Cl)=CN2Cc2ccccc21,-5.9,-8.4,-5.7
O=C(Cc1cccs1)OCCCN=C1NS(=O)(=O)c2ccccc21,-3.3,-2.1,-9.1
Cc1oc(C)c(S(N)(=O)=O)c1C(=O)N1CCN(C)CC1C (stereo not given),9.1,-5.3,-12.0
Cc1cnn(CC(=O)C(C#N)c2nc3cc(Cl)ccc3c(=O)[nH]2)c1 (stereo not given),-4.7,3.3,·
NC(=O)c1cccnc1N1CCC(n2cc(-c3ccccc3Cl)nn2)CC1,1.9,-2.9,-10.6
Cc1c(CCC(=O)N(C)C2CCc3ccccc32)c(=O)[nH]c2c1c(=O)[nH]n2C (stereo not given),-0.1,-0.8,·
COCCN1CCN(c2cc(Oc3ccc(F)c(F)c3)ncn2)CC1,-7.9,-7.3,-6.4
COc1cc(C2SCCS2)ccc1OCc1ccc(C#N)cc1F,0.1,1.7,-8.3
CCC(C)NC(=O)C(NC(=O)c1ccccc1Cl)C1CCN(C(=O)c2cccc(F)c2)CC1 (stereo not given),1.4,-1.7,-4.5
CCn1c(SCC(=O)O)nc2c([nH]c3ccccc32)c1=O,2.0,2.4,-5.1
CN1CCN(c2ccccc2NC(=O)Oc2ccccc2)CC1,2.9,-4.4,-5.8
Cc1cccn2cc(C(=O)NCCc3nncn3C(C)C)nc12,1.3,-5.2,·

# All compounds of this part, from the start:
SMILES,NPYLR7 agonist,hcGAS lum,mcGAS lum
CCOC(=O)c1[nH]c2c(CC)cccc2c1CCN1C(=O)c2ccccc2C1=O,-23.8,3.4,-0.2
O=C(C=Cc1ccccc1)N=C1N=C2C=CC(Cl)=CN2Cc2ccccc21,-5.9,-8.4,-5.7
O=C(Cc1cccs1)OCCCN=C1NS(=O)(=O)c2ccccc21,-3.3,-2.1,-9.1
Cc1oc(C)c(S(N)(=O)=O)c1C(=O)N1CCN(C)CC1C (stereo not given),9.1,-5.3,-12.0
Cc1cnn(CC(=O)C(C#N)c2nc3cc(Cl)ccc3c(=O)[nH]2)c1 (stereo not given),-4.7,3.3,·
NC(=O)c1cccnc1N1CCC(n2cc(-c3ccccc3Cl)nn2)CC1,1.9,-2.9,-10.6
Cc1c(CCC(=O)N(C)C2CCc3ccccc32)c(=O)[nH]c2c1c(=O)[nH]n2C (stereo not given),-0.1,-0.8,·
COCCN1CCN(c2cc(Oc3ccc(F)c(F)c3)ncn2)CC1,-7.9,-7.3,-6.4
COc1cc(C2SCCS2)ccc1OCc1ccc(C#N)cc1F,0.1,1.7,-8.3
CCC(C)NC(=O)C(NC(=O)c1ccccc1Cl)C1CCN(C(=O)c2cccc(F)c2)CC1 (stereo not given),1.4,-1.7,-4.5
CCn1c(SCC(=O)O)nc2c([nH]c3ccccc32)c1=O,2.0,2.4,-5.1
CN1CCN(c2ccccc2NC(=O)Oc2ccccc2)CC1,2.9,-4.4,-5.8
Cc1cccn2cc(C(=O)NCCc3nncn3C(C)C)nc12,1.3,-5.2,·
O=S(=O)(NCCOc1ccc(-c2ccco2)nn1)c1ccc2c(c1)CCCC2,-7.0,-7.6,-7.4
O=C(Cn1c2ccccc2c(=O)c2ccccc21)Nc1ccc2c(c1)OCCO2,-4.4,-5.5,·
Cc1cccc(-c2nnc(SCC(=O)NCC3CCCO3)n2-c2ccccc2)c1 (stereo not given),8.4,-7.1,-4.8
COc1ccc(-n2c(CCC(=O)N3CCN(c4ccccc4)CC3)ccc2-c2ccc(Cl)cc2)cc1,-1.6,-4.8,-9.0
COc1ccc(CNC(=O)N2CCCCC2CCN2CCCC2=O)cc1 (stereo not given),9.6,-4.8,·
CCc1nc2ccc(C(=O)NCCCn3ccnc3)cn2c1N(C)C(=O)Nc1ccccc1OC,-4.4,-8.6,-3.8
CCCCCCCC(=O)Nc1c(-c2cccc(Cl)c2)nc2cc(C)ccn12,-2.5,-6.0,-6.3
CCCCCC(=O)N1CCC(C(=O)O)CC1,-1.6,16.8,15.3
COC[C@H]1CCCN1Cc1ccc(C(=O)Nc2nc(C)n(C)n2)cc1,-5.1,0.8,-2.2
CN(CC1CCOC1)c1ccc(C#N)cc1F (stereo not given),17.4,-11.1,·
CN(C)c1ncc(CN2CCOC(CCc3ccccc3)C2)s1 (stereo not given),5.5,-7.1,·
CCN(Cc1nc2ccccc2o1)Cc1c(F)cccc1F,-0.5,-10.9,·
COc1cc(OC)cc(C(=O)N2CCN(c3ccc4c(c3)CCC4)C(=O)C2C)c1 (stereo not given),-2.1,-6.1,-5.6
Cn1cnn(CNC(c2ccc(F)cc2)C(C)(C)C)c1=S (stereo not given),-0.2,7.7,·
Cc1nn(C)c(N(C)C)c1CNCc1ccc2c(c1)CCCN2C,7.4,-9.9,-7.5
O=C(Nc1ccccc1)N1CCCNCC1,-5.2,-12.8,·
CN(c1ccccc1)N1CC(C(=O)NCc2cccs2)CC1=O (stereo not given),-0.8,-7.2,-4.0
COc1ccccc1C1=NOC(CN(Cc2cccc(C(F)(F)F)c2)C(=O)c2cccc(F)c2)C1 (stereo not given),21.7,-7.7,-8.5
CN=c1scc(C)n1N=Cc1ccc(O)cc1O,-14.6,-3.1,·
C=CCSc1nnc2c(n1)OC(c1cccs1)Nc1ccccc1-2 (stereo not given),15.4,-6.7,-2.9
Cc1nc(CCNC(=O)CN2C(=O)NC(=O)C2(C)C)sc1C,7.3,-5.8,-17.8
CC(C)(C)c1nn(-c2cccc(Cl)c2)c2c1C(c1ccc3c(c1)OCO3)SCC(=O)N2CC(=O)NCC1CCCO1 (stereo not given),26.5,-2.4,-4.0
COc1ccc(-c2cc(OC)nc(N)n2)c(OC)c1,2.8,-6.2,-9.2
COC(=O)c1cccc(CN(Cc2cccn2Cc2cccc(C)c2)C2CC2)c1,·,-1.0,-2.9
COc1ccc(-c2noc(COc3c(C)nc(C)nc3C)n2)cc1,8.4,-3.8,·
Cc1ccn2c(NC(=O)CCC3CCCC3)c(-c3ccccc3)nc2c1,-9.5,-1.7,-5.2
CCCSc1nc2c(c(=O)[nH]c(=O)n2C)n1CCC(C)C,-7.8,-4.8,·
Cc1noc(C)c1Cn1c(C)c(C(=O)N(C)Cc2ccc(F)cc2)sc1=O,-9.0,-1.4,·
Cn1ccnc1SCc1cc(=O)c(OC(=O)c2ccc(S(=O)(=O)N3CCOCC3)cc2)co1,-10.1,3.5,2.5
Nc1nonc1C(=Nc1ccccc1)NOCc1ccc(Cl)cc1Cl,3.4,-5.5,-5.7
CN(CC(=O)NC(=O)NC1CC1)c1ccccc1-c1ccccc1,-0.9,-8.0,-15.2
COC(=O)CNC(=O)CSc1nc2ncc(Cl)cc2[nH]1,12.5,-6.6,-3.2
O=S(=O)(Cc1ccccc1)NCCNCc1ccco1,3.8,-8.3,·
Cc1csc(NC(=O)CNC(C)c2ccccc2Cl)n1 (stereo not given),10.6,-6.1,-4.7
CCOc1ccc(-c2cc3c(=O)n(CC(=O)Nc4cccc(C(F)(F)F)c4)ccn3n2)cc1,1.7,-8.2,-9.7
Cc1ccc(S(=O)(=O)NCc2ccc3c(c2)cc(C)n3C)cc1,2.2,4.6,·
C=CCOC(CN1CCN(S(=O)(=O)c2ccc(C(F)(F)F)cc2)CC1)c1cccc(OC)c1 (stereo not given),-3.0,-4.6,-5.6

# The listing continues.
SMILES,NPYLR7 agonist,hcGAS lum,mcGAS lum
O=C(Nc1nc2ncccc2cc1-c1ccccc1)c1cccs1,2.5,4.6,1.1
Cc1oc(C)c(C(=O)Nc2nc(-c3ccc(F)cc3)c(C)s2)c1Cl,4.0,6.9,·
CC(=O)c1ccc(C(=O)N2CCCC(C(=O)c3ccc(-c4ccccc4)c(F)c3)C2)s1 (stereo not given),1.7&-2.2,-3.9&3.9,-4.9&-2.2
COc1ccc2oc(=O)c(C(=O)Nc3cc(C(=O)O)ccc3C)cc2c1,-5.6,-8.3,-5.6
Cc1cc(NCCN2CCOCC2)n2nc(C(F)(F)F)c(-c3ccccc3Cl)c2n1,0.6,2.7,-3.6
CN(C)c1ccc(N=C2N=C(Nc3ccc(N(C)C)cc3)c3ccccc32)cc1,-0.4,-15.0,-9.5
CCCc1c(C)nn(-c2ccc(C(=O)NCCCN3CCOCC3)cc2)c1C,17.7,-7.6,-2.8
COc1ccc2oc(=Nc3ccccc3OC)c(C(=O)NC(C)=O)cc2c1,1.5,5.5,1.1
Cc1ccc(-n2c(SCc3ccc(C(=O)N4CCCC4)cc3)nnc2-c2ccccc2Cl)cc1,5.2,0.2,-3.2
CN(C#N)c1nc(N2CCOCC2)nc(N2CCOCC2)n1,0.7,2.2,·
CCOC(=O)C1CCN(C(c2cccc(OC)c2)C2Sc3nc(CC)nn3C2=O)CC1 (stereo not given),-2.0,-10.5,-7.7
O=S(=O)(Nc1ccccc1)c1cccs1,-2.5,-2.8,·
CCCCN(CC(=O)N1c2ccccc2-n2cccc2C1c1ccc(Cl)cc1)C(=O)c1ccc(F)cc1 (stereo not given),9.4,-1.7,-3.5
O=C(Cc1ccc(Cl)cc1)N(Cc1cccnc1)c1nc2c(F)cc(F)cc2s1,2.7,-3.7,·
Cc1onc(-c2ccccc2)c1C(=O)Nc1ccc2c(c1)OCCO2,-10.0,-7.0,-5.4
Cc1nccn1-c1ccccc1CNC(C)Cn1cncn1 (stereo not given),8.6,-7.8,-10.7
CCCN(C(=O)CSc1nc(C)nc2sc(C)c(C)c12)C1CCS(=O)(=O)C1 (stereo not given),0.0,3.2,·
O=S(=O)(c1ccc(-c2nnc(C3CCCC3)o2)o1)N1CCN(C2CCCCC2)CC1,·,-9.8,-3.2
Cn1cnnc1SCC(=O)c1c(N)n(C2CC2)c(=O)[nH]c1=O,1.4,-3.2,·
COc1ccc(Nc2nc(-c3ccc(OC)cc3)nc3ccccc23)cc1,-8.1,-1.7,-3.6
CC1CN(C(C)C(=O)NC(c2ccccc2)c2ccccc2)CCO1 (stereo not given),-8.7,1.4,·
CCc1c(C(=O)O)cnn1-c1ccccc1C,1.2,-5.6,·
COc1cccc2c1C(=O)c1c(O)c3c(c(O)c1C2=O)C[C@@](O)(C(=O)CO)C[C@@H]3O[C@H]1C[C@H](N)[C@H](O)[C@H](C)O1,-13.0&17.2,58.3*,·
CN(Cc1cc2n(n1)CCCNC2)Cc1cccc2cccnc12,-4.9,-7.4,·
N#C/C(=C\c1cc([N+](=O)[O-])ccc1Cl)c1nn(-c2ccccc2)c(N)c1C#N,-2.5,-4.8,·
Cc1ccccc1-n1c(SCCc2ccncc2)nnc1-c1cccnc1,1.5,-7.3,·
N#Cc1ccc(N2C(=O)C3C4C=CC(C4)C3C2=O)cc1 (stereo not given),0.6,-1.1,·
Cc1ccc(NC(=O)C(=O)NCCC(c2ccccc2)c2ccccc2)c([N+](=O)[O-])c1,-4.3,7.2,·
Cc1nn(-c2ccccc2)c2nc(CC(C)C)nc(N3CCN(S(=O)(=O)c4cccc(C(F)(F)F)c4)CC3)c12,·,-11.4,-7.4
COc1ccc(CN2CCCn3cccc3C2c2cccc(C)c2)cc1 (stereo not given),-6.3,-0.5,-3.1
COc1ccc(S(=O)(=O)N2CCCC(C)C2)cc1N1CCN(C(=O)C(C)Oc2ccccc2)CC1 (stereo not given),19.3,2.5,-8.1
CCOC(=O)c1c(NC(=O)C=Cc2ccco2)sc2c1CCC(C)C2 (stereo not given),-6.7,-0.4,-3.1
CCOC(=O)CC1(C)OCCC(C)O1 (stereo not given),-15.2,-3.7,·
CCCC(=O)N1CCC1(C)C(=O)Nc1ccc(C)cc1 (stereo not given),6.1,-10.6,·
CC(C)N(C(=O)Cn1cnc2c(cnn2C2CCS(=O)(=O)C2)c1=O)c1ccccc1 (stereo not given),6.5,-3.0,·
COc1ccc(OC)c(Nc2nc3ccccc3nc2NS(=O)(=O)c2cccc3nsnc23)c1,2.0,-2.6,-4.3
COc1nc2cn(C3CCCC3)c(O)c2cc1C(=O)Nc1cnc2n1CCCC2,2.1,-7.0,-16.9
Cc1cc(C(=O)N(CCN(C)C)c2nc3ccc(F)cc3s2)no1,4.6,-7.0,-5.4
COc1cccc(CNC(=O)CCC2CCCN(C(=O)C3=CC(=O)CC(C)(C)O3)C2)c1 (stereo not given),5.1,-4.8&-3.2,·
Cc1nc2n(n1)C(=O)C(C(c1ccccc1Cl)N1CCN(c3ccc(F)cc3)CC1)S2 (stereo not given),-1.5,-4.9,-9.0
COc1ccc(OC)c2c1CN(c1cncc(Cl)n1)CC2O (stereo not given),2.2,-1.7,·
O=C(Cc1coc2cc3c(cc12)CCC3)N1CCN(c2nccs2)CC1,10.2,-2.3,-5.5
CC(C)(C)NC(=O)N1CCN(c2cc(N3CCCC3)ncn2)CC1,-3.5,-0.7,·
CCOC(=O)N1CCN(C2CCCN(C(=O)c3cc(C)c[nH]3)C2)CC1 (stereo not given),1.7,1.2,-24.7
CN(NC(=O)C1CCCCC1C(=O)N1CCC(C#N)(c2ccccc2)CC1)c1ccccc1 (stereo not given),-6.9,-4.5,-3.2
CN(Cc1cc2ccccc2o1)C(=O)Nc1ccc(C(N)=O)c(F)c1,-13.6,-8.8,·
CCOC(=O)c1c(NC(=O)c2ccc(F)c(F)c2)sc2c1CCC(C#N)(c1ccccc1)C2 (stereo not given),1.9,7.2,2.4
Cc1cc(CC(O)(/C=C/c2ccccc2)c2ccccc2)on1 (stereo not given),-5.4,3.9,·
c1ccc(-c2ncsc2CNCc2nc(-c3ccco3)no2)cc1,-11.5,-2.8,-0.3
CC(C)(C)NC(=O)CN1CCN(C(=O)C2(C)Cc3ccccc3C(=O)O2)CC1 (stereo not given),3.4,-4.7,·
COc1ccc(C2CC(=O)C3C(=Nc4ccccc4NC3c3ccc(OC)cc3OC)C2)cc1 (stereo not given),2.4,-0.2,1.5
